Bioassay records as filed in PubChem.
EPAC1 ag = EPAC1 (human) agonism | O95398 | EPAC1 agonist qHTS, biochemical assay; response scale: 100% = response to 6.5 mM cAMP | Potency, µM (series often up to 154 µM), inactives show at the top dose activation, actives largely listed as activators | 360,000 tested, 0.073% active; also: potency is read from the fitted curve at half-maximal effect; nearly all actives have a fitted effect of over 60% in size
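Multi-concentration qHTS readout: loss of Rap1B-bound BODIPY-GDP fluorescence driven by 100 nM EPAC1 with excess GDP (50 uM), monitored kinetically at room temperature; agonist response expressed relative to 6.5 mM cAMP.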
WRN inhibitor = blocks human WRN helicase; AID 651768; Potency, µM (highest dose often 114 µM), without a hit: top-dose activity change, negative = inhibition, actives largely listed as inhibitors; 360,000 tested, 0.46% active; WRN helicase unwinding, fluorescent forked duplex, kinetic; also: potency is read from the fitted curve at half-maximal effect; % is scaled to controls: 0 for no effect and ±100 for the full control effect; nearly all actives have a fitted effect of over 55% in size
Target sequence (Q14191 whole entry, looked up): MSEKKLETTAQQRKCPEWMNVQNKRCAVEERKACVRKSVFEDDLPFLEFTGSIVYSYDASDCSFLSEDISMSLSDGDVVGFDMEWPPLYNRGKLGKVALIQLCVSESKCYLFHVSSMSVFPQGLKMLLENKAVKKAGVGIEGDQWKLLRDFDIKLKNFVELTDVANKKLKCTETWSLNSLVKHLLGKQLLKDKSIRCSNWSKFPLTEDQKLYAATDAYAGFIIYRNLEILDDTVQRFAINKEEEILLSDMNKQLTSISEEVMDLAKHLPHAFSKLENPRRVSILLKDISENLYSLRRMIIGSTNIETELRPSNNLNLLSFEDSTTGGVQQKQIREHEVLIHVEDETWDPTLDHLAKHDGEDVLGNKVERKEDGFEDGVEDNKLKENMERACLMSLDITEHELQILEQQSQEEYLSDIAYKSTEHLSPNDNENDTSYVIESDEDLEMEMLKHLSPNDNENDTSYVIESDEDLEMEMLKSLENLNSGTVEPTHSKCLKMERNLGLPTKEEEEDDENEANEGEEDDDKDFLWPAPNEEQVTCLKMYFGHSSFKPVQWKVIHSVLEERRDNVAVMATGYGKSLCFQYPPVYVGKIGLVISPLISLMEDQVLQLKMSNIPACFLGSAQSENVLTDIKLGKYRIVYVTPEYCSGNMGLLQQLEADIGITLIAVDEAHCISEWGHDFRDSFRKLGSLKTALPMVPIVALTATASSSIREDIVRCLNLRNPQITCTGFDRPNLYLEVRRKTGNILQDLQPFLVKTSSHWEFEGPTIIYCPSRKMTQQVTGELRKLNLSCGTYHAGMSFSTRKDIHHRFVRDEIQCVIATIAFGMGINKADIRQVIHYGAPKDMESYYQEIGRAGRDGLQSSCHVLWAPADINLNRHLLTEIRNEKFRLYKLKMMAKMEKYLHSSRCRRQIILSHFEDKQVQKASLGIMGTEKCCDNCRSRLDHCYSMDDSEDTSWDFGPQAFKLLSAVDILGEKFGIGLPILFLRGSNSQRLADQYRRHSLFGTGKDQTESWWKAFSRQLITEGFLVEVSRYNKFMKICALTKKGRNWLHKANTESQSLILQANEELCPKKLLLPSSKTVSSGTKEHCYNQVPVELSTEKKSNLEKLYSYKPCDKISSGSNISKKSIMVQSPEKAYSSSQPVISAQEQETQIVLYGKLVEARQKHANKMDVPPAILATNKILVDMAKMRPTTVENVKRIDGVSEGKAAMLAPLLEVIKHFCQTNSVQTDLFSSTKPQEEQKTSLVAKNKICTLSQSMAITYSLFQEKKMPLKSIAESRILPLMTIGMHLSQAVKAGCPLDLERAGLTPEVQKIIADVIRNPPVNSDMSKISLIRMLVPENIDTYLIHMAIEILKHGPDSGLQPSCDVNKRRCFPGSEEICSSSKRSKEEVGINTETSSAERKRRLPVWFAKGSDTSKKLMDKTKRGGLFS
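Kinetic red-fluorescence monitoring (525/598 nm) tracks WRN helicase activity after 100 nM fluorophore-quencher forked duplex and 2 mM ATP are added to 20 nM enzyme pretreated 15 min at room temperature with compound.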
Mm-Cpn inhibitor = M. maripaludis TRiC chaperonin inhibition; Potency, µM (top dose mostly 76.9 µM), for inactives: top-dose activity, negative = inhibition, actives largely listed as inhibitors; purified Mm-Cpn ATPase, ADP Transcreener TR-FRET; 330,000 tested, 0.031% active; also: potency is read from the fitted curve at half-maximal effect; % is scaled to controls: 0 for no effect and ±100 for the full control effect; nearly all actives have a fitted effect of over 80% in size
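Purified archaeal Mm-CPN (25nM final) preincubated 10 min at 37degC with compound, then 10uM ATP for 30 min at 37degC; ADP measured by HTRF Transcreener TR-FRET; buffer 30 mM TRIS pH 7.4, 100mM KCl, 5mM MgCl2, 1mM DTT.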
EPAC1 antag = blocks human EPAC1 exchange factor; EPAC1 GEF assay, Rap1b-BODIPY-GDP exchange fluorescence; Potency, µM (doses to about 115 µM), for inactives: top-dose activity change, negative = inhibition, most hits filed as inhibitors; 360,000 tested, 0.14% active; O95398;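 also: potency is read from the fitted curve at half-maximal effect; plate controls were vehicle for no effect and positive control for full effect; nearly all actives have a fitted effect of over 50% in size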
EPAC2 antagonist = blocks human EPAC2 exchange factor; Q8WZA2; EPAC2 GEF exchange of Rap1B-BODIPY-GDP, fluorescence; Potency, µM (doses to about 114 µM), for inactives: top-dose activity, negative = inhibition, usual class: inhibitors; 360,000 tested, 0.18% active; also: potency is read from the fitted curve at half-maximal effect; % is scaled to controls: 0 for no effect and ±100 for the full control effect; nearly all actives have a fitted effect of over 45% in size; many of its hits are not listed in these tables
PI5P4K alpha inh = blocks human PI5P4K alpha kinase activity; P48426; PI5P4Kalpha enzyme, ADP-Glo luminescence, 60 min; stronger effect = lower value; max response, %; 330,000 tested, 1.2% active; AID 652105; active = max response of -50% or lower; inconclusive = between -30% and -50%; inactive = -30% or higher; also: value at the top dose of about 77 µM; % is scaled to controls: 0 for no effect and ±100 for the full control effect
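Reactions run in 0.038 M HEPES pH 7.4, 0.28 mM EGTA, 0.1% CHAPS and 5% DMSO, with PI5P4Kalpha, substrate, compound and 5 microM ATP final, one hour at room temperature. Readout is ADP-Glo luminescence.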
PLK1 PBD inh = blocks phosphopeptide binding to human PLK1 polo-box domain; P53350; Plk1 PBD binding of FITC phosphopeptide, fluorescence polarization; Potency, µM, for the others: max response, negative = inhibition, usual class: inhibitors; 360,000 tested, 2.8% active; also: potency is read from the fitted curve at half-maximal effect; series mostly up to about 57 µM; % is scaled to controls: 0 for no effect and ±100 for the full control effect; nearly all actives have a fitted effect of over 65% in size
CCT chaperon mod = cytosolic chaperonin activity modulation. 360,000 tested, 0.3% active. activity change, % (test concentration not listed), hits read low. AID 651819. purified chaperonin ATPase assay, HTRF ADP detection, 30 min; in the data active = activity change below about -30%; also: % is scaled to controls: 0 for no effect and ±100 for the full control effect
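TRiC (40 or 20 nM final, by batch activity) in 30 mM Tris pH 7.4, 100 mM KCl, 5 mM MgCl2, 1 mM DTT was treated with compound at 76 uM single dose, then 10 uM ATP, 30 min at 37 °C. ADP was read by HTRF Transcreener.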
* marks the source's active call; other numbers are inactive results; ? = inconclusive; nt = no result given; [ ] = another dose, or the depositor's remark. Unless noted, calls follow the shape of the dose curve; as a rule, active = well fitted curve in the direction sought with a large enough effect; inconclusive = small, poorly fitted or top-dose-only effect, or another doubt; inactive = no such curve, though single readings can be large; an effect the other way counts as inactive or inconclusive.

Each structure is followed by: EPAC2 antagonist, PI5P4K alpha inh, WRN inhibitor, CCT chaperon mod, PLK1 PBD inh, EPAC1 ag, Mm-Cpn inhibitor, EPAC1 antag
Cc1cc(NC(=O)c2ccccc2)ccc1NC(=O)Cc1ccccc1
→ 7%, -3, 5%, -9.0, -5%, 7%, 0%, -2%
CN(C)S(=O)(=O)c1cccc(NC(=O)CNC2CCCCC2)c1
→ 3%, -2, -4%, 2.1, -2%, -1%, -5%, -9%
N#Cc1cc(-c2ccccc2)nc(Oc2ccccc2)n1
→ -5%[57.1 µM], 1, 0%, 1.9, -5%, -4%, -1%, -9%
N#Cc1ccccc1OCC(=O)NC1CCCCCC1
→ -4%, -7, -6%, 1.3, -2%, -19%, nt, -2%
Cc1csc(NC(=O)CSc2nnc(CCNC(=O)c3ccc(Cl)c(Cl)c3)n2C)n1
→ -2%[57.1 µM], -1, 3%, 0.4, 2%, 11%, -1%, -1%
O=C(NN1C(=O)c2ccccc2NC12CCCCC2)c1ccccc1
→ -1%, -8, 5%, -0.7, 1%, -3%, -1%, 5%
CC1(C)CC(=O)C=C(c2ccc3ncccc3c2)C1
→ 8%, -1, -4%, -0.7, -8%, 1%, -2%, 9%
O=C(/C=C/c1cccc([N+](=O)[O-])c1)n1cnc2ccccc21
→ -3%, -2, -8%, -1.5, -30%, 0%, 1%, -3%
C=CCn1c(=O)[nH]c2cc(C(=O)N3CCN(c4cccc(Cl)c4)CC3)ccc2c1=O
→ -6%, -53*, -17%, -0.6, -12%, 10%, -20%, -8%
O=S(=O)(Nc1cccc(F)c1)c1ccc(S(=O)(=O)N2CCOCC2)cc1
→ 0%, -15, 11%, -0.7, -5%, 7%, nt, -24%
CS(=O)(=O)c1ccc(NS(=O)(=O)c2ccc(Cl)c(C(=O)NCc3ccco3)c2)cc1
→ 6%, -7, 3%, -3.1, -24%, 5%, 1%, -17%
O=C(C1CCCN(S(=O)(=O)c2cccc3nsnc23)C1)N1CCN(c2ccccn2)CC1 (stereo not given)
→ -1%, -16, 3%, -2.6, 2%, 4%, -4%, -17%
CC(C)OC(=O)CCC(=O)Nc1ccc(F)cc1
→ 9%, 3, -1%, -0.1, 5%, -9%, -2%, 21%
Cc1sc2nc(C(C)C)nc(SCC(=O)N3CCOCC3)c2c1C
→ -2%, 0, 0%, 0.3, -7%, 10%, 0%, 10%
Cc1ccc2c(c1)[C@@H]1CN(C)CC[C@@H]1N2S(=O)(=O)c1ccc(F)cc1
→ 16%, 0, -3%, -2.1, -19%, -3%, 1%, -9%
CN1CCc2nc(NC(=O)COc3ccc4ccccc4c3)sc2C1
→ 3%, -1, 2%, -1.6, -1%, -1%, -11%, 4%
CCCNS(=O)(=O)c1cc(Br)cc2c1N(C(=O)CC)CC2
→ 0%, -1, 2%, 1.8, -4%, 3%, -1%, 12%
CCN(C(=O)c1cc2cc3ccc(C)cc3nc2o1)c1ccc(OC)cc1
→ -9%, 2, -14%, 0.4, -6%, 8%, -3%, -6%
CC(=O)Nc1ccc(C)c([N+](=O)[O-])c1
→ 1%, -6, 5%, -2.4, 0%, 6%, -3%, 3%
C=CCC(O)(CCN1CCCCC1)c1ccccc1 (stereo not given)
→ 0%, 3, 1%, -4.2, -25%, 8%, 0%, -10%
O=C(C#Cc1ccccc1)NCc1ccccc1F
→ 2%, 0, -3%, 2.3, 4%, 7%, 2%, -22%
Cc1cc(C)cc(N(CC(=O)N2CCN(Cc3ccccc3)CC2)S(=O)(=O)c2c(C)noc2C)c1
→ 12%, -19, 5%, -2.0, -24%, -20%, 0%, -9%
COc1ccc(NC(=O)CN2C(=O)N(C)Cc3ccccc32)c(C)c1
→ 5%, -19, 5%, -0.4, -17%, 17%, 1%, -22%
COc1cccc(-c2nnn(C/C(N)=N/O)n2)c1
→ 18%, 12, -17%, 1.2, -5%, 2%, 1%, 10%
Clc1ccc(N=NN2CCOCC2)cc1
→ 0%, 0, 2%, -1.2, -8%, 4%, -3%, -2%
Cc1cc(=O)[nH]c2c1c(C)nn2C1CCOC(C)(C)C1 (stereo not given)
→ 5%, nt, -19%, 3.4, -19%, 2%, 0%, 15%
CC(C)(C)NC(=O)Nc1nnc(SCC(=O)NC2CCCCC2)s1
→ 15%, 0, -4%, 1.0, -9%, -5%, 1%, 0%
COC(=O)c1ccc(C(=O)Nc2ccc(N)cc2N)cc1
→ 11%, -19, -1%, -1.0, -2%, -12%, -4%, 2%
O=C(CCCc1c[nH]c2ccccc12)NCc1ccccc1C(F)(F)F
→ -19%, -1, -2%, 0.1, -8%, -3%, 1%, 0%
NS(=O)(=O)c1ccc(CNC(=O)c2ccncc2)cc1
→ 3%, -4, 8%, -12, -18%, 1%, -1%, -21%
COc1ccc(F)cc1S(=O)(=O)N1CC(C)CC(C)C1 (stereo not given)
→ 2%, nt, 4%, -1.7, -3%, -10%, 0%, -5%
CN(Cc1ccccc1)C(=O)C1(C)CCN1C(=O)Cc1ccc(Cl)cc1Cl (stereo not given)
→ 4%, -1, 5%[57.1 µM], -2.1, -17%, 3%, nt, -12%
COc1ccccc1N1CCN(S(=O)(=O)c2ccc(Cl)cc2)CC1
→ 0%, -3, -2%, 0.4, 3%, 1%, 1%, -4%
COc1cc2c(C(=O)O)c(C)n(C)c2c2ccccc12
→ 5%, -3, -2%[57.1 µM], 1.0, -3%, -6%, -2%, 4%
CN1CCN(CCC(=O)Nc2ccc3c(c2)OCO3)CC1
→ -3%, 0, -2%, -2.2, -15%, 0%, 1%, 5%
Cc1c(Br)cccc1NC(=O)C1(C)CCN1Cc1ccccc1OC(F)F (stereo not given)
→ -14%, 19, -7%, 1.6, 4%, -10%, nt, -10%
COc1ccc2[nH]c3c(c2c1)CCN1C(=O)C(CC(=O)NCc2ccco2)C[C@H](C(=O)N2CCOCC2)[C@@]31C (stereo not given in full)
→ 11%, 0, 10%, -1.8, -7%, 3%, -1%, -1%
CCOC(=O)c1sc(-c2ccccc2)nc1C
→ -1%, 4, -10%, 0.6, -7%, -3%, -1%, 8%
COc1ccccc1CNC(=O)c1ccc(CS(=O)(=O)c2ccccc2)o1
→ 0%, 3, 1%, -3.0, -5%, -8%, 1%, -10%
COc1cc(S(=O)(=O)N2CCOCC2)ccc1NC(=O)COC(=O)c1cc(OC)c(OC)c(OC)c1
→ -1%, 2, 9%, -2.4, -7%, 5%, -3%, -5%
Cc1ccccc1-c1nnc(SCc2ccccc2F)o1
→ 5%, nt, -4%, 0.7, 3%, 6%, 0%, 2%
O=C(Cn1ncc(N2CCOCC2)c(Br)c1=O)c1ccc(Cl)cc1
→ -1%, -1, 0%, -3.2, 0%, 13%, 2%, 1%
CC(=O)Nc1ccc(NS(=O)(=O)c2cccc3ccccc23)cc1
→ 2%, nt, -3%, -0.7, -3%, -6%, 0%, 9%
CCN(Cc1ccccc1)S(=O)(=O)c1ccc(OC)c2ncccc12
→ -18%, -2, 6%, -0.7, -12%, 9%, 3%, -4%
Cc1ccccc1OCC(=O)NC(=S)Nc1ccc(Br)c(C)n1
→ 8%, nt, -5%, -2.9, -2%, -1%, -3%, -5%
CC(CCOS(N)(=O)=O)c1ccccc1 (stereo not given)
→ 15%, 1, -1%, -1.9, -14%, -14%, 0%, 4%
Cc1ccc(-c2cc(=O)c3ccc(Cl)cc3[nH]2)cc1
→ -5%, 1, -8%, -0.5, -9%, 2%, nt, 0%
O=C1CCc2cc(S(=O)(=O)N3CCC(C(=O)NCc4ccccc4Cl)CC3)ccc2N1
→ -7%, 0, 6%, -0.7, -5%, -12%, 1%, -19%
COc1ccc(Cc2c(C3CCCCC3)nc3c(Cl)cc(C(F)(F)F)cn23)c(C)c1
→ 4%, 0, 1%, -3.0, -13%, 3%, nt, 3%
O=S(=O)(NCc1cccnc1)c1ccc(Cl)s1
→ -12%, 3, -7%, -0.2, -4%, -3%, 1%, -2%

(list continues)
Each structure is followed by: EPAC2 antagonist, PI5P4K alpha inh, WRN inhibitor, CCT chaperon mod, PLK1 PBD inh, EPAC1 ag, Mm-Cpn inhibitor, EPAC1 antag
CCNS(=O)(=O)c1ccc(NC(=O)Nc2cccc(OC)c2)cc1
→ -5%, -1, -8%, -0.9, -4%, 2%, 2%, 3%
Cc1ccc(NCC(=O)N2CCN(S(=O)(=O)c3ccccc3)CC2)cc1F
→ -3%, 2, 0%, -4.6, -1%, 0%, 1%, 11%
O=C(O)COc1ccccc1/C=N/n1c(C2CCCCC2)n[nH]c1=S
→ 4%, -18, -3%, -1.3, ?, -3%, 1%, -1%
CCCC(=O)N1CCN(c2ccc(NC(=O)c3ccc(Br)o3)cc2)CC1
→ 0%, 2, -11%, -3.9, -7%, 1%, -3%, -4%
Cc1cc(C)nc(NS(=O)(=O)c2ccc(NC(=O)c3cccs3)cc2)n1
→ -3%, 5, ?, 1.1, -17%, 1%, -3%, -4%
O=C1C=C(c2cccc(Cl)c2O)C[C@@H](c2ccc(F)cc2)C1
→ -16%, -13, -21%, -1.9, -19%, -17%, -1%, -15%
COc1ccc(N2Cc3ccccc3C2=NC(=O)c2cccc([N+](=O)[O-])c2)cc1
→ 2%, 1, -24%, -2.7, -7%, 8%, 1%, -9%
CN(CC(=O)Nc1ccc(F)cc1)C(=O)COC(=O)c1cc([N+](=O)[O-])ccc1N1CCOCC1
→ 15%, 2, -14%, -2.6, -9%, -4%, -10%, 2%
NCCC(=O)NCCc1cnc[nH]1
→ -12%, -9, 1%, -2.8, -28%, -8%, 0%, 1%
CC(=O)Nc1ccc(S(=O)(=O)NC(C)C(=O)NCC(c2ccco2)N(C)C)cc1 (stereo not given)
→ 12%, -8, -10%, 0.5, ?, 3%, 0%, 6%
FC(F)(F)c1cccc(Sc2cc(C(F)(F)F)nc(-c3ccccn3)n2)c1
→ -11%, 0, -5%, 2.7, 2%, -14%, -21%, -13%

Compound profiles (already shown). Order of screens: EPAC2 antagonist | PI5P4K alpha inh | WRN inhibitor | CCT chaperon mod | PLK1 PBD inh | EPAC1 ag | Mm-Cpn inhibitor | EPAC1 antag
Profile of `CN(CC(=O)Nc1ccc(F)cc1)C(=O)COC(=O)c1cc([N+](=O)[O-])ccc1N1CCOCC1` : 15% | 2 | -14% | -2.6 | -9% | -4% | -10% | 2%
Profile of `Cc1cc(C)nc(NS(=O)(=O)c2ccc(NC(=O)c3cccs3)cc2)n1` : -3% | 5 | ? | 1.1 | -17% | 1% | -3% | -4%

The list is partial; the hit share may differ from the screen's.
